MBD2 DNA inh – blocks human MBD2 binding to methylated DNA. AID 686964. TR-FRET, MBD2 binding to methylated oligonucleotide. Q9UBB5. inhibition, % at 4.4 µM. actives 0.31% (n = 370,000); in the data active = inhibition above about 13%
Target sequence (Q9UBB5 whole entry, looked up): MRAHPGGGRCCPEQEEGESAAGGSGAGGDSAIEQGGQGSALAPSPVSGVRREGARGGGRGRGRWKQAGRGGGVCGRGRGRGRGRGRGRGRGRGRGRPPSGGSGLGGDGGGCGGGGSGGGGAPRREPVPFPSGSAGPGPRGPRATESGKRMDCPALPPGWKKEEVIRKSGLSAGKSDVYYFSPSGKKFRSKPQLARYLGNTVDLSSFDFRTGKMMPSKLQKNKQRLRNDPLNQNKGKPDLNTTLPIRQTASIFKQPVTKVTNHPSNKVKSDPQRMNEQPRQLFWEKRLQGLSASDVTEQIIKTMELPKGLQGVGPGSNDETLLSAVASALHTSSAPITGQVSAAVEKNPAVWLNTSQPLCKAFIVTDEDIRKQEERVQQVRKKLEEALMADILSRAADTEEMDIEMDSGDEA
TCR-CD3 inh – inhibitors of human TCR-CD3 interaction | TAMRA-labeled TCR probe fluorescence, biochemical | inhibition, % at 9.4 µM | actives 0.37% (n = 360,000); in the data active = inhibition above about 19%;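 also: recombinant mutant TCR 2C K166C tagged with TAMRA read by polarization; 0% = receptor in buffer alone and 100% = receptor with positive control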
SIAE primary – inhibitors of human sialic acid acetylesterase SIAE | actives 0.69% (n = 370,000) | Q9HAT2 | SIAE FP-Rh probe binding, fluorescence polarization | AID 1053197 | inhibition, % at 9.66 µM;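 active = inhibition above a cutoff: mean of compounds within the control limits plus 3 SD of those, cut at about 17% in these data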;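 also: 0% = plate median of compound wells and 100% = probe without SIAE protein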
UHRF1 MBD2 ctr – UHRF1 methyl-DNA binding inhibition; Q96T88; UHRF1 binding to methylated oligo, TR-FRET; inhibition, % at 4.4 µM; actives 0.75% (n = 370,000); in the data active = inhibition above about 21%;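 also: UHRF1 SRA domain binding a hemimethylated CpG hairpin DNA probe; 0% = median of test compound wells and 100% = reference inhibitor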
KLK7 zymogen act – proKLK7 (human) activation, primary screen; activation, % at 7 µM; P49862; purified proKLK7, EDANS-DABCYL substrate fluorescence; 100% is mature enzyme control, 0% vehicle; actives 0.9% (n = 370,000);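 active = activation above the mean of all tested compounds plus 3 SD, computed per campaign excluding outliers beyond control limits, cut at about 13% in these data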
Target sequence (P49862 whole entry, looked up): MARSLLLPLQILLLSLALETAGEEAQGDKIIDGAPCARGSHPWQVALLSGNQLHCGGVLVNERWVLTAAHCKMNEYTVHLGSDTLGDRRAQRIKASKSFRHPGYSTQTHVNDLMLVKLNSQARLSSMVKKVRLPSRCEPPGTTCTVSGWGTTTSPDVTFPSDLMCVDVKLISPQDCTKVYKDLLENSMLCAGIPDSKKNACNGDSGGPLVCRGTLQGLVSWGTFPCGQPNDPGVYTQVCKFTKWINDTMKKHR
DDE Tn6 FP inh – disrupts Tn6 cyclic peptide binding to fibrin D-Dimer-E complex; P02675; Fibrin DD(E) TRITC-Tn6 fluorescence polarization displacement; inhibition, % at 8.3 µM; actives 0.21% (n = 370,000); AID 720509;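 active = inhibition above a per-campaign cutoff: mean of compounds within control limits plus 3 SD, cut at about 15% in these data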;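 also: 0% = median of all compound wells on the plate and 100% = blocking peptide control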
TDP2 inh – TDP2 (human) inhibition, absorbance primary screen | actives 0.34% (n = 370,000) | recombinant TDP2, T5PNP hydrolysis, p-nitrophenol absorbance 415 nm | O95551 | inhibition, % at 12.8 µM;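 active = inhibition above the mean of all tested compounds plus 3 SD, set per campaign, cut at about 25% in these data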;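 also: 0% = DMSO with enzyme and 100% = buffer with substrate but no TDP2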
Target sequence (O95551 whole entry, looked up): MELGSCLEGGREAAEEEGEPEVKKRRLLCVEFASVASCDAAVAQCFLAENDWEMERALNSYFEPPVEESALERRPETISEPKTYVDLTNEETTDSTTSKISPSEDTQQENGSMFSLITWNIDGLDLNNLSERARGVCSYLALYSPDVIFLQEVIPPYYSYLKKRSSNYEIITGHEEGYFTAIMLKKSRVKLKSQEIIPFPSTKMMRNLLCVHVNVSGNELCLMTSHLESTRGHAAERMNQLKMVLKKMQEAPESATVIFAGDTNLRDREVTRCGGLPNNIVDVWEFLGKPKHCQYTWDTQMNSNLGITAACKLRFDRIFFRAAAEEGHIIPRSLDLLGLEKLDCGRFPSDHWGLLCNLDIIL
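Assay system: recombinant human TDP2 / Reagent: T5PNP substrate at 5 mM, a TopII-DNA adduct mimic / Measured by: epi absorbance from released p-nitrophenol / Evaluation: % inhibition relative to enzyme-containing and enzyme-free wells / Control set: enzyme-free and DMSO wells / Replicates: each compound tested once, singlicate / Schedule: enzyme reaction with compound for 2 h at 37 °C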
PRMT1 inh – blocks human protein arginine methyltransferase 1 | actives 1.3% (n = 370,000) | AID 652257 | recombinant PRMT1, activity-based probe fluorescence polarization | inhibition, % at 2.79 µM;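 active = inhibition above about 21% made by adding two undisclosed values, limit read from the data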
LEDGF integ inh – blocks HIV-1 LEDGF/p75-dependent DNA integration | inhibition, % at 3.7 µM | actives 0.64% (n = 370,000) | TR-FRET IN-LEDGF/p75 DNA integration, Eu/Cy5;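 active = inhibition above the screen-wide mean plus 3 SD, cut at about 13% in these data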;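 also: signal is the Cy5 over europium emission ratio at 671 and 618 nm; 0% = plate median of compound wells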
DDE Tn7 FP inh – DD(E)-Tn7 binding inhibition, primary FP screen. actives 0.13% (n = 370,000). FP displacement of FITC-Tn7 peptide from fibrin DD(E); 0% = median of compound wells per plate. AID 720508. P02675. inhibition, % at 8.3 µM;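 active = inhibition above the mean of compounds falling within the control limits plus 3 SD of them, cut at about 14% in these data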;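 also: 0% = plate median of compound wells and 100% = 10 µM Aha-Tn7 peptide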
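Measure: % inhibition scaled between sample-field median and high-control FP; Test system: human fibrin DD(E); Quantity: 2 µM final DD(E) protein; Doses: one dose, 8.3 µM nominal; Schedule: compound with protein 10 min, then 3 h after probe, room temperature; Detection: fluorescence polarization; Medium: Tris buffer with calcium and detergent, pH 7.8.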
The depositor's hits bear a star; · = not tested or not shown.

SMILES	MBD2 DNA inh	TCR-CD3 inh	SIAE primary	UHRF1 MBD2 ctr	KLK7 zymogen act	DDE Tn6 FP inh	TDP2 inh	PRMT1 inh	LEDGF integ inh	DDE Tn7 FP inh
COc1ccc2[nH]c(=O)c(CNc3ccccc3)cc2c1	-6	-6	7	6	-2.1	-1	-1	25*	-4	4
COc1cccc(N(CC(=O)Nc2cccc(C(C)=O)c2)S(C)(=O)=O)c1	-2	4	-3	1	0.3	4	2	2	1	3
Cc1cc(C)cc(N(C(=O)c2sc(C)nc2C)C(C(=O)NCc2ccco2)c2ccccc2)c1 (stereo unspecified)	-2	0	-1	0	-1.4	5	1	-1	4	1
O=c1c(Cc2c(F)cccc2Cl)c(O)ccn1C1CC1	-1	-1	-1	2	-0.5	-9	0	7	-5	1
C[C@H](CO)N1C[C@H](C)[C@H](CN(C)C(=O)OCc2ccccc2)OCc2cnnn2CCCC1=O	4	5	5	24*	0.0	2	8	3	-3	4
CCCCC(=O)NC(c1cccc([N+](=O)[O-])c1)c1c(OC(C)=O)ccc2ccccc12 (stereo unspecified)	-6	0	-7	1	-0.3	8	4	1	-3	-1
CSc1nncn1/N=C/c1ccc([N+](=O)[O-])cc1	-7	4	5	-2	0.6	5	7	-2	3	-5
Cc1ccc(OCCNC(=O)CNC(=O)c2ccc(C)cc2)cc1	5	4	1	1	0.5	-10	9	-3	-4	2
Cc1noc(NS(=O)(=O)c2ccc(NC(=O)CS(=O)(=O)c3ccccc3)cc2)c1C	7	-2	-6	5	0.1	-2	7	3	-1	0
C#CCNC(=O)C1=C[C@@H](c2cn(C(C)=O)c3ccccc23)C[C@@H](OCc2ccc(CO)cc2)O1	0	5	-1	0	1.0	-4	-4	4	2	-3
Cc1cccc(-c2noc(Cc3ccc(Cl)cc3)n2)c1	-6	3	-6	0	-0.4	-3	-8	-5	2	-1
COCCCNCCOc1ccccc1-c1ccccc1	4	10	5	-1	-0.1	1	6	-4	-3	-3
O=C1NC(=Nc2ccccc2)SC1Cc1ccccc1 (stereo unspecified)	5	2	6	4	-0.1	-1	8	-3	4	-5
COC(=O)Cn1cc(C(=O)OC)c2ccccc21	-1	-5	-1	2	-0.6	-1	-1	3	-1	-4
Cc1c([N+](=O)[O-])cc(C(=O)Nc2ccc(NC(=O)c3ccco3)cc2)cc1[N+](=O)[O-]	4	-2	-4	3	0.5	-6	-5	3	-2	2
CC(C)CN1C(=S)SC(C)(C)C1n1oc(=O)n(-c2ccccc2)c1=O (stereo unspecified)	2	2	-8	-1	0.1	6	7	-2	-2	-2
COC(=O)c1c(C)oc(C)c1S(=O)(=O)NC(c1ccccc1)c1ccccc1	-2	-2	-4	0	-0.2	1	-6	4	0	6
CCOC(=O)c1cc(OC(=O)Cc2ccc(OC)c(S(=O)(=O)N3CCOCC3)c2)cc(C(=O)OCC)c1	-3	6	-2	-2	-0.1	5	1	0	0	1
CC(=O)Nc1cc(-c2ccc(N3CCN(C)CC3)cc2)cn2c(-c3ccc(S(C)(=O)=O)cc3)cnc12	2	6	1	25*	3.0	-3	4	-1	1	-11
Cc1cc(C)nc(SCCC(=O)Nc2ccccc2C)n1	-1	107*	-2	2	0.1	-3	1	0	3	-1
Cn1c(SCC(=O)N2CCN(c3ccccc3)CC2)nnc1-c1ccccc1	5	4	-2	-2	0.3	0	-4	-3	3	-5
COc1ccc(N2CCN(CCNS(=O)(=O)c3ccc([N+](=O)[O-])cc3)CC2)cc1	2	·	2	-1	-0.1	0	1	-5	3	-2
Cc1cc(C)cc(Nc2ccc(C(=O)O)cc2N)c1	-4	15	5	-3	-10	10	-4	3	3	4
CCCc1nnc(SCC(=O)N2C(C)CCCC2C)n1CC (stereo unspecified)	4	5	-2	0	-0.6	5	-7	-2	-3	1
CCOC(=O)[C@]12CCC=C1N(Cc1ccco1)C(=O)[C@H](CC(=O)NCC1CCCCC1)C2	1	8	1	-2	1.0	-5	2	1	-1	6
O=C(Nc1ccc(N2CCOCC2)cc1N1CCOCC1)c1cccc([N+](=O)[O-])c1	2	-6	7	4	0.3	4	3	3	-1	4
COCNc1nc(OCC#N)nc(N(C)C)n1	-8	6	-4	3	0.1	1	-16	-3	1	6
COCCNC(=S)N/N=C(\C)c1cccc(C(F)(F)F)c1	0	-3	3	-1	-0.4	0	1	1	-1	-4
COc1ccccc1N1CCN(CC(=O)c2c(C)n(C)c3ccccc23)CC1	3	7	-7	5	0.5	1	-7	3	0	6
COC(=O)c1ccccc1NC(=O)C1CCCN(S(=O)(=O)c2ccccc2)C1 (stereo unspecified)	1	0	10	2	0.2	5	2	-1	-2	6
CCCN(Cc1cc2ccc(C)cc2[nH]c1=O)S(=O)(=O)c1ccccc1	-3	1	0	4	0.2	6	1	-5	-6	8
Cc1c([N+](=O)[O-])cc(C(=O)N2CCOCC2)cc1[N+](=O)[O-]	2	1	2	2	-0.7	1	8	-1	-1	-3
CSc1cc(C)[nH]c(=O)n1	3	-2	-2	4	-0.1	-2	1	2	-3	-1
O=C(CN1CCCC1)Nc1cc(C(F)(F)F)ccc1Cl	-1	-1	0	2	-0.5	1	2	-1	-3	-1
CCN(CC)CCCNC(=O)c1cn(-c2cccc(OC)c2)c(=O)c2ccccc12	-1	-1	-5	4	-0.1	-2	3	-1	-2	-6
Cc1cccc(-c2cccc3nccn23)c1	4	-2	-3	1	11	5	-6	2	0	-6
COCCN1C(=O)/C(=C/c2ccc(OCc3ccc(C(=O)O)cc3)c(OC)c2)SC1=Nc1ccccc1	4	2	-29	0	-0.3	7	4	-2	1	4
CCC[C@@H]1Cc2ccccc2N1C(C)=O	0	2	-12	2	-0.5	0	-11	-5	3	-1
COC(=O)c1ccc(NC(=S)N2CCN(Cc3ccccc3)CC2)cc1	-2	-5	6	-5	0.2	-6	10	-2	1	0
O=C(N1CCCC1)C12CC3CC(CC(Cl)(C3)C1)C2	7	5	-8	4	-0.1	2	-7	5	2	2
CCc1nc2nc(C)c(NS(=O)(=O)c3ccc(C)c(C)c3)c(=O)n2[nH]1	-1	2	2	-1	0.2	8	-9	-1	-2	9
c1ccc(Cc2nnc(Sc3ccccc3)c3ccccc23)cc1	4	2	-6	-1	0.7	5	-4	-1	-1	-4
COc1ccc(CNC(=O)CSc2nnc3nc(C)cc(C)n23)cc1OC	3	-6	-1	0	-0.6	10	-3	2	-8	-2
CC1(C(=O)NCC2CC2)Cc2c(-c3ccc4c(c3)OCO4)ccnc2O1 (stereo unspecified)	-7	-3	-1	1	-0.1	2	-5	-2	4	-4
CC1CCCC(NC(=O)COC(=O)c2ccc([N+](=O)[O-])o2)C1C (stereo unspecified)	-1	-1	4	-6	0.5	11	11	-1	1	-3
Cc1ccc(OCCSc2ncccn2)c(C)c1	-1	-2	2	2	0.1	7	2	3	-5	-1
COc1ccc(C(=O)N/C(=C\c2cc(OC)c(OC)cc2[N+](=O)[O-])C(=O)NCC(=O)O)cc1	2	0	2	-3	-0.1	-3	-7	-1	7	-7
O=C(Nc1ccccc1C(F)(F)F)C1CC(=O)N(c2ccccc2F)C1 (stereo unspecified)	3	-1	4	-4	-0.2	-4	2	-2	4	-1
CCCCn1c(N)c(N(CC(C)C)C(=O)CN2C(=O)NC3(CCC(C(C)(C)CC)CC3)C2=O)c(=O)[nH]c1=O (stereo unspecified)	-8	2	-2	1	0.1	6	-6	-3	7	2
COc1ccc(OCC(=O)Nc2sc3c(c2C(=O)NCC2CCCO2)CCC3)cc1 (stereo unspecified)	3	1	12	-3	0.2	1	8	-3	-4	1
Further records
SMILES	MBD2 DNA inh	TCR-CD3 inh	SIAE primary	UHRF1 MBD2 ctr	KLK7 zymogen act	DDE Tn6 FP inh	TDP2 inh	PRMT1 inh	LEDGF integ inh	DDE Tn7 FP inh
Cc1cc(C)cc(OCC(=O)NNC(=O)c2cc3ccccc3oc2=O)c1	5	7	-1	-4	-0.2	-7	-5	-3	0	1
CCn1c(SCC(=O)Nc2cccc(C(C)=O)c2)nnc1C(C)C	1	-3	-1	1	-0.3	-2	-6	6	-8	-4
CCCOc1cccc(-c2nnc(NC(=O)c3ccco3)s2)c1	-6	2	-6	-3	0.2	-1	2	-1	-3	4
CCCC(C(=O)Nc1ccc(C)c(S(=O)(=O)N2CCOCC2)c1)c1ccccc1 (stereo unspecified)	-5	5	-8	-3	-0.2	4	-4	-10	1	-3
CCc1ccc(C(=O)COC(=O)c2cnc(C)cn2)cc1	10	-6	-6	3	0.5	-17	-5	6	3	2
CSc1ccc(/C=C/C(=O)c2ccc(NC(=O)Cc3ccccc3)cc2)cc1	-1	51*	31*	-3	-17	-4	5	0	3	3
CC(=O)Oc1ccccc1Cn1c(C)c(C(=O)NCc2ccccc2C(F)(F)F)sc1=O	-1	2	-12	-1	0.5	3	-8	-4	-3	3
CN(C(=O)c1ccc(=O)n(Cc2ccc(Cl)cc2)c1)c1ccccc1	-3	0	-5	0	-0.5	3	6	-4	-1	6
COc1ccc(-c2nnc(SCC(=O)NCc3cccs3)n2C)cc1	3	0	5	1	0.5	9	6	-1	0	4
O=C(NC1=NCCS1)c1ccncc1	-8	11	0	-2	-1.2	4	-11	-1	2	-1
Cc1c(-n2c(SCC(=O)NC(C)C)nc3ccccc3c2=O)c(=O)n(-c2ccccc2)n1C	10	-6	-2	5	-0.6	-12	-1	6	-4	5
CCCCNC(=O)c1ccc2c(c1)ncn2C1CCCC1	0	1	2	-4	-0.2	-6	7	-4	-1	0
COc1cccc(N2CCN(C(=O)CNC(=O)c3sc4ccccc4c3Cl)CC2)c1	-1	9	-6	-4	-0.1	4	7	-1	6	-2
O=C(Nc1nc2ccccc2s1)c1ccc(F)cc1	5	2	-6	2	-0.7	-9	3	3	-2	-4
O=C(CSc1nnc(-c2cccs2)n1-c1ccccc1)c1ccc2c(c1)OCCO2	-2	-2	5	-3	-0.6	8	-8	-2	-2	-5
CCCCOC(=O)Cn1c(=N)n(CCN2CCOCC2)c2ccccc21	0	0	9	-2	0.0	-7	9	-1	2	-5

Compound profiles, as listed above.
COc1cccc(N2CCN(C(=O)CNC(=O)c3sc4ccccc4c3Cl)CC2)c1 across the screens: MBD2 DNA inh = -1; TCR-CD3 inh = 9; SIAE primary = -6; UHRF1 MBD2 ctr = -4; KLK7 zymogen act = -0.1; DDE Tn6 FP inh = 4; TDP2 inh = 7; PRMT1 inh = -1; LEDGF integ inh = 6; DDE Tn7 FP inh = -2
CCCCNC(=O)c1ccc2c(c1)ncn2C1CCCC1 across the screens: MBD2 DNA inh = 0; TCR-CD3 inh = 1; SIAE primary = 2; UHRF1 MBD2 ctr = -4; KLK7 zymogen act = -0.2; DDE Tn6 FP inh = -6; TDP2 inh = 7; PRMT1 inh = -4; LEDGF integ inh = -1; DDE Tn7 FP inh = 0

Not a hit list; 4.6% or so of the library scored in one or more.
